Screening results deposited in PubChem BioAssay by several laboratories.
eIF4E-4G inh: inhibitors of eIF4E and eIF4G interaction in translation initiation; inhibition, % at 21.7 µM; AID 782; TR-FRET eIF4E-eIF4GI(517-606) binding, 2 h; 0.37% of 220,000 active; P63073+Q04637;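 active = inhibition above about 30%, limit read from the data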;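 also: 0% = full FRET control wells and 100% = background wells lacking eIF4GI fragment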
Target sequence (P63073 whole entry, looked up, the tested form may be a part): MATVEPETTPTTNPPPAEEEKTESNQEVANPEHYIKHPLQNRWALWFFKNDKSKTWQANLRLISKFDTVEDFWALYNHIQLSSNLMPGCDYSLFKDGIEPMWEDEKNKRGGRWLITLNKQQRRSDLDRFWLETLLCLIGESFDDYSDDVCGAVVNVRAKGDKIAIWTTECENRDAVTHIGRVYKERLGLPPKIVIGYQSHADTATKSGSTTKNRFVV
Target sequence (Q04637 whole entry, looked up, the tested form may be a part): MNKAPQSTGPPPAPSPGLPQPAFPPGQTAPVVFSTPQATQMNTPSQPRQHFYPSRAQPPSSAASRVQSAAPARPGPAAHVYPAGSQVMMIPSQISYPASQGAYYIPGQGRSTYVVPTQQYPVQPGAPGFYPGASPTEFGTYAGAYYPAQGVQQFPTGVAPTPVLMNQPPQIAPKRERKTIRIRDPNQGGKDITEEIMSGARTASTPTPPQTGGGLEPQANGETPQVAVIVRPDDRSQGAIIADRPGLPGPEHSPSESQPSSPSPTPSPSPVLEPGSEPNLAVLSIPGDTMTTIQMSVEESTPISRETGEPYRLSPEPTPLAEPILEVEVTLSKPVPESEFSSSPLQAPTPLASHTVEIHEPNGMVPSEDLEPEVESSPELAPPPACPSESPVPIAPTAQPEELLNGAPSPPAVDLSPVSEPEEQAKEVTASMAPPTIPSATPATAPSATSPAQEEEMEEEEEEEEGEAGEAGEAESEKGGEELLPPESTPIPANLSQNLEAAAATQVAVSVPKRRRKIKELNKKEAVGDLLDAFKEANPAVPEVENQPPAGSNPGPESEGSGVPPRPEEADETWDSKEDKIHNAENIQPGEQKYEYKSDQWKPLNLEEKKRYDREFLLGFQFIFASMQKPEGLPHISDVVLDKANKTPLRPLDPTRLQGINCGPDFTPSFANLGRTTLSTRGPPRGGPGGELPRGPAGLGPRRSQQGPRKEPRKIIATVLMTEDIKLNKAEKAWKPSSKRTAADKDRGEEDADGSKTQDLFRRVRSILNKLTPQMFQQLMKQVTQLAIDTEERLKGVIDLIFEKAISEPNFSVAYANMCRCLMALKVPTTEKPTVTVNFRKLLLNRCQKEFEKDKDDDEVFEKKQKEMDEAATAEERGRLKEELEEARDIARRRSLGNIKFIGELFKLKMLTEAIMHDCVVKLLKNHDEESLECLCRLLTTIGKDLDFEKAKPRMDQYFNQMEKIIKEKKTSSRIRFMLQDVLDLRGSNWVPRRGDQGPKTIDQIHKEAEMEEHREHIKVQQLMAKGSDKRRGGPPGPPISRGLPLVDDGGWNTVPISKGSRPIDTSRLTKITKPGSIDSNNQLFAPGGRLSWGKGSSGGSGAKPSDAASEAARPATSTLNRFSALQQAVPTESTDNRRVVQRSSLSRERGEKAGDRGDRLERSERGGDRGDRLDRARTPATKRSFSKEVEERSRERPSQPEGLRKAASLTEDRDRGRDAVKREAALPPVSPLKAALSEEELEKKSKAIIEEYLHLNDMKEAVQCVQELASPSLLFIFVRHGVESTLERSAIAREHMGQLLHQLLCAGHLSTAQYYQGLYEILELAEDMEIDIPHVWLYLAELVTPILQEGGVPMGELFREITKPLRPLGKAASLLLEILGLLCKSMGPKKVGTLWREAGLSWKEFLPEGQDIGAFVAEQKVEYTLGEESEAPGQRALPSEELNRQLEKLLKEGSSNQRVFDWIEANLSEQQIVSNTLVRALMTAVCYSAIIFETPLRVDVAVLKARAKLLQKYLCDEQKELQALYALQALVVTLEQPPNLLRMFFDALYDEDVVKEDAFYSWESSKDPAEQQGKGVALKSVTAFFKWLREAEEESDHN
Tb hexokinase: blocks Trypanosoma brucei hexokinase 1 activity; recombinant TbHK1, G6PDH-coupled NADH A340; inhibition, % at 10 µM; 0.11% of 220,000 active;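 active = inhibition of 50% or more in the single-dose primary screen; inactive = inhibition below 50%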
EP2 antag: EP2 receptor (human) inhibition | 0.52% of 260,000 active | P43116 | inhibition, % at 25 µM | C6 glioma cells expressing human EP2, cAMP TR-FRET; cells stimulated with saturating PGE2;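 active = percent inhibition above 40 after rounding to a whole number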;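 also: rat C6 glioma host cells with rolipram phosphodiesterase inhibitor present; the protocol text gives 20 µM as final concentration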
zVAD death inh: blocks zVAD induced death of L929 cells | L929 zVAD necroptosis rescue, ATP luminescence, 24 h; with zVAD 60 µM | viability rescue, % at 10 µM | 0.38% of 220,000 active;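 active = activation, scaled between plate controls, above about 75%, limit read from the data; inactive = activation under that limit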;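 also: 0% = zVAD with DMSO and 100% = DMSO alone without zVAD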
EP2 modulator: modulates human prostaglandin E2 receptor EP2 signaling; 0.83% of 260,000 active; AID 940; induction, % at 25 µM; P43116; EP2-expressing cells, cAMP HTRF FRET, PGE2 co-stimulation;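 active = compounds whose cAMP rise, as percent of the full-agonist control response, exceeds 60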;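 also: rat C6 glioma line stably carrying human EP2 under a CMV promoter; the protocol text gives 20 µM as final concentration; 100% = response of wells given 1 µM PGE2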
Rad51 HR inh: Rad51 (human) homologous recombination inhibition | AID 1385 | inhibition, % at 10 µM | Q06609 | hRad51 DNA strand exchange, fluorescence dequenching | 0.085% of 200,000 active;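 active = inhibition above 40% at the single screening dose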;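 also: 0% = DMSO control wells and 100% = blanks with heterologous ssDNA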
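material = hRad51 filaments on single-stranded DNA | timing = filaments 15 min 37 °C, then compound 30 min | signal = FRET fluorescence dequenching, excitation 485 nm, emission 520 nm | benchmarks = control wells and blank wells on each plate | evaluation = percent inhibition relative to plate controls and blanks | compound = 10 µM final, single point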
Calpain2 inh: calpain II (pig) inhibition. AID 1236. 0.37% of 220,000 active. inhibition, % at 16 µM. purified calpain II, fluorogenic peptide substrate, 30 min;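 active = inhibition above about 50%, limit read from the data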
14-3-3 Bad inh: disrupts binding of bovine 14-3-3 zeta to phospho-Bad peptide; TR-FRET 14-3-3zeta/Dy647-pBad peptide displacement, 1 h; inhibition, % at 21.7 µM; 0.71% of 220,000 active; P63103; AID 781;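 active = inhibition above about 70%, limit read from the data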;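 also: 0% = full 14-3-3 plus peptide FRET controls and 100% = background without 14-3-3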
Hck Nef HTS: human Hck-Nef kinase inhibition | 0.68% of 220,000 active | Recombinant Hck-YEEI plus Nef, Z-Lyte FRET kinase assay | inhibition, % at 20 µM | P08631;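 active = Hck-Nef kinase inhibition above about 50%, limit read from the data; inactive = inhibition below that limit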;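 also: 0% = DMSO with Hck plus Nef and 100% = Hck alone without Nef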
The depositor's hits bear a star; i = inactive; / = not tested or not shown; [ ] = remark or other dose. Not all compounds are listed (hit frequency here may not be typical).

Order of results – eIF4E-4G inh | Tb hexokinase | EP2 antag | zVAD death inh | EP2 modulator | Rad51 HR inh | Calpain2 inh | 14-3-3 Bad inh | Hck Nef HTS
CCNC(=S)NNC(=O)c1cc(C2CC2)nc2ccccc12
    0 | -2 | / | 0.0 | 13 | / | -21 | -12 | 4
CC(C(=O)Nc1ccc(Cl)cc1)c1ncc(C(F)(F)F)cc1Cl (stereo not given)
    6 | -2 | 6 | 0.9 | -9 | 5 | -12 | -2 | 0
O=C(O)COCC(=O)N1CCN(C2c3ccccc3-c3ccccc32)CC1
    1 | -13 | 1 | 0.8 | 0 | -14 | -12 | 8 | -11
COc1ccnc(NCc2cccnc2)c1C#N
    2 | -6 | 16 | 0.0 | 0 | 0 | -49 | -1 | 0
COc1ccc(C2(O)CCN(C(=O)c3c(F)cccc3F)CC2)cc1
    7 | 3 | 0 | 0.1 | -7 | -6 | 25 | 0 | 2
C=CCn1cc(C(=O)c2cc(Br)ccc2O)cc(C#N)c1=O
    -13 | -33 | 5 | 0.1 | 2 | -5 | 1 | -1 | 42
O=C(NCCCn1ccnc1)/C(=C\c1ccco1)NC(=O)c1ccco1
    0 | -14 | 6 | -0.9 | 15 | 17 | 2 | -14 | -28
COc1ccc(NC(=O)Nc2cccs2)cc1Cl
    9 | 1 | 5 | 43 | -29 | / | 6 | -6 | 8
Cc1cc(N2C(=O)CC(Cc3ccc(Cl)cc3)C2=O)no1 (stereo not given)
    4[fluorescence artefact?] | 3 | 6 | 0.3 | 5 | 8 | -22 | -3 | -1
Cc1ccc(/C=C(\CCC(=O)O)c2nc3ccccc3s2)cc1[N+](=O)[O-]
    17 | -7 | 3 | 0.4 | 3 | 13 | -4 | -11[fluorescence artefact?] | 3
NC(=O)c1ccc(/C=N/O)nc1
    -1 | -3 | 8 | 0.4 | 10 | 1 | -30 | -14 | 22
Cc1ccc(N2C(=O)C(CC(=O)Nc3cccc(F)c3)N(CCc3ccncc3)C2=O)cc1 (stereo not given)
    -2 | -2 | 6 | 6.3 | 0 | -4 | -15 | -4 | 18
CCOC(=O)C1=C(CC)Nc2ccccc2N=C1NC(=O)CCN1C(=O)C2CCCCC2C1=O (stereo not given)
    0 | 4 | 6 | -0.9 | -10 | 15 | 29 | 8 | 12
Cc1ccc([N+](=O)[O-])cc1S(=O)(=O)N1CCCC1
    -1 | -10 | 6 | 0.4 | 24 | 2 | 12 | -4 | 1
COc1cc(C(=O)NCC(=O)N/N=C/c2c(C)[nH]c3ccccc23)cc(OC)c1OC
    2 | -26 | 6 | 0.9 | -32 | 7 | -17 | -7 | 29
O=C(COc1nnnc2ccccc12)N1CCCc2ccccc21
    1 | -3 | 2 | -0.1 | -14 | -4 | -2 | 1 | 0
Cc1ccc(S(=O)(=O)NCCCCC(NC(=O)OC(C)(C)C)C(=O)O)cc1 (stereo not given) (tested in a mixture with another compound)
    1 | 1 | 7 | 0.0 | -4 | 6 | -12 | 5[fluorescence artefact?] | 7
CC(CNC(=O)c1ccc2c(c1)OCO2)c1ccc([N+](=O)[O-])cc1 (stereo not given)
    4 | -2 | 6 | 0.6 | -62 | -2 | 25 | -3 | -1
COc1cc(NC(=O)c2cccc(F)c2)cc(OC)c1OC
    1 | -2 | 3 | 0.8 | 10 | 6 | -1 | -3 | -2
[O-][n+]1c2c(nc3c1-c1ccccc1C3O)CCCC2 (stereo not given)
    1 | -14 | 3 | -0.3 | 1 | 14 | -13 | -12 | 20
CCOC(=O)N1CCN(CCC(=O)Nc2ccc(OC)cc2)CC1
    9[fluorescence artefact?] | -10 | 4 | -0.3 | 20 | 0 | -22 | 14[fluorescence artefact?] | 0
CCOC(=O)N1N=C(C)CC1(O)c1ccccc1 (stereo not given)
    1 | -6 | 8 | 0.1 | 13 | 20 | 24 | 15[fluorescence artefact?] | -3
CCn1c(=O)n(CC)c2cc(S(=O)(=O)NCCOc3ccccc3)c(C)cc21
    2 | 6 | 6 | -0.1 | -7 | -5 | 3 | 4 | 1
CC(=O)c1c(C)[nH]c(C(=O)COc2cc(C)ccc2C(C)C)c1C
    2[fluorescence artefact?] | -8 | 2 | -0.3 | 9 | 2 | -7 | -5 | -14
COC(=O)c1ccccc1NC(=O)CSc1nccc(C)n1
    6 | -12 | 1 | 0.3 | -19 | -26 | 5 | 0 | 19
COc1ccc(CCNCC(O)COc2cccc(Br)c2)cc1OC (stereo not given)
    -15 | 3 | 5 | -0.4 | -21 | 8 | -6 | 22 | 28
CCOC(=O)c1ccc(Oc2cc(C)nc(Cl)n2)cc1
    3 | -2 | 12 | 0.9 | -15 | -2 | -5 | 2 | 16
O=[N+]([O-])c1cc(-c2cnc3ccccc3n2)ccc1Cl
    -1 | -13 | 12 | 28 | 9 | 2 | -22 | -4 | 17
Cc1cc(-c2nnc(CCC(=O)N3CCN(Cc4cccc(F)c4)CC3)o2)c(C)o1
    -1 | -7 | 11 | -0.3 | 18 | -167 | -49 | -10 | 1
S=C1NCCNC(=S)NCCOCCN1
    0 | -6 | 2 | 6.5 | 22 | 14 | -20 | -14 | 15

Arranged by the number under EP2 modulator (ascending): some entries from above.
SMILES	eIF4E-4G inh	Tb hexokinase	EP2 modulator	Rad51 HR inh	Calpain2 inh	14-3-3 Bad inh	Hck Nef HTS
CCOC(=O)c1ccc(Oc2cc(C)nc(Cl)n2)cc1	3	-2	-15	-2	-5	2	16
O=C(NCCCn1ccnc1)/C(=C\c1ccco1)NC(=O)c1ccco1	0	-14	15	17	2	-14	-28
Cc1ccc([N+](=O)[O-])cc1S(=O)(=O)N1CCCC1	-1	-10	24	2	12	-4	1

Remaining list, next part
Order of results – eIF4E-4G inh | Tb hexokinase | EP2 antag | zVAD death inh | EP2 modulator | Rad51 HR inh | Calpain2 inh | 14-3-3 Bad inh | Hck Nef HTS
CCC1CCCCN1C(=O)N[C@@H](Cc1ccccc1)C(=O)O (stereo not given in full)
    2 | 1 | 5 | 0.6 | 18 | -7 | 28 | -5 | 1
Cc1cc2nc(/C(C#N)=C/c3ccncc3)[nH]c2cc1C
    2 | -9 | 11 | -0.6 | -55 | / | -3 | -13 | 8
NNC(=O)c1cccc(S(=O)(=O)Nc2cc(Cl)ccc2Cl)c1
    -2 | 5 | 4 | 1.5 | -9 | 5 | 31 | -3 | -1
CC(NC(=O)c1ccc(OC2CCN(Cc3ccccn3)CC2)cc1)c1ccccc1 (stereo not given)
    2 | -7 | 3 | -1.4 | -7 | 18 | 8 | -2 | 2
C/C(N)=C(/C#N)C(=O)COC(=O)CCSc1ccccc1Cl
    8 | -2 | 11 | -0.3 | -8 | 5 | 22 | 1 | -1
CCOc1ccc(NC(=O)CN2CCN(CC(=O)Nc3ccc(F)cc3)CC2)cc1
    4 | -2 | 12 | 2.4 | 22 | -3 | 7 | 26 | 0
c1ccc(CNc2nc(-c3cccnc3)cs2)cc1
    -4 | -2 | 8 | 0.3 | -55 | -8 | 28 | 0 | 21
COc1ccc(CCC(=O)OCC(=O)Nc2ccccc2OC(F)F)cc1OC
    2 | 3 | 2 | 1.9 | -1 | 2 | -6 | -9 | -16
CC(=O)Oc1ccc(C(=O)Cc2ccc3ccccc3n2)c(O)c1C
    0 | -11 | 7 | -0.4 | 6 | -36 | 20 | -1[fluorescence artefact?] | 0
Cc1ccc(S(=O)(=O)N(C)C)cc1NC(=O)c1cc(=O)[nH]c2ccccc12
    1 | -11 | 5 | -0.2 | -19 | / | -33 | -1 | 11
NC(=O)c1ccc(NC(=O)COC(=O)CCC(=O)c2ccc(Cl)cc2)cc1
    -2 | -3 | 8 | 6.3 | -10 | 11 | 5 | -8 | -1
CCOC(=O)N1CCC(NC(=O)c2ccc3nc4ccccc4c(=O)n3c2)CC1
    5[fluorescence artefact?] | -15 | / | 0.7 | -31 | / | i | -8 | 3
COc1ccc(Cl)cc1C(=O)Nc1ccc(NC(=O)C(C)C)cc1
    3 | 5 | 8 | 62 | -41 | -12 | 16 | 2 | -13
CC(=O)c1cn(Cc2ccccc2)c(=O)n(Cc2ccc(F)cc2)c1=O
    3 | -5 | 4 | 0.0 | 44 | 8 | 10 | -9 | -8
Cn1c(=O)[nH]c(=O)c2c1nc(N/N=C/c1cccnc1)n2Cc1ccc(Cl)cc1
    -4 | -10 | 9 | -0.7 | 22 | 19 | -23 | -3 | 20
COc1ccccc1OCCC(=O)OCC(=O)Nc1ccc(S(=O)(=O)N2CCOCC2)cc1
    -7 | -2 | 1 | 0.7 | -41 | / | -20 | -8 | 17
COc1ccc(-n2cnnc2SCc2cnc(-c3ccccc3)s2)cc1
    0 | 18 | 13 | -0.6 | -43 | -7 | -2 | -6 | 3
CN1CCN(S(=O)(=O)c2ccc(NC(=S)NC(=O)C3CCC3)cc2)CC1
    15 | -7 | 3 | 1.1 | -21 | 6 | -7 | -14 | 0
O=C(N/N=C/c1ccco1)c1cc(-c2ccc3ccccc3c2)n[nH]1
    -8[fluorescence artefact?] | -21 | / | 0.4 | -55 | / | -67 | 2[fluorescence artefact?] | 1
CC1=C(C(=O)OC(C)C)C(c2cccc(F)c2)N2C(=O)C(C)SC2=N1 (stereo not given)
    3 | -11 | 11 | 0.7 | 18 | -10 | 3 | 0 | 0
COc1ccc(C(=O)N2CCN(C(=O)Cc3ccccc3)CC2)cc1
    1 | 6 | 5 | 0.1 | -20 | / | 22 | 5 | -8
Cc1cc[n+](-c2nc3ccccc3nc2[N-]S(=O)(=O)c2cccs2)cc1C
    1 | -14 | 5 | 0.7 | 22 | 5 | -14 | -4[fluorescence artefact?] | 0
CCOC(=O)C1CCCN(C(=O)c2ccc(OC(C)=O)cc2)C1 (stereo not given)
    5[fluorescence artefact?] | -60 | 7 | 0.1 | 5 | -7 | -3 | -5[fluorescence artefact?] | 2
O=C(Nc1ccc(Br)cn1)C1CCCN1S(=O)(=O)c1ccccc1 (stereo not given)
    -7 | 0 | 2 | -0.3 | -8 | 4 | -13 | 3 | 0
Cn1cc(S(=O)(=O)N2CCc3ccccc3C2)c(=O)n(C)c1=O
    4 | -1 | 9 | 0.1 | -11 | 2 | -19 | -3 | 0
CCCCOc1ccccc1NC(=O)c1scc2c1OCCO2
    -4 | 6 | 5 | 4.5 | 87* | 6 | 27 | -7 | 12
O=C(CNS(=O)(=O)c1c(Cl)cccc1Cl)OCc1csc(-c2ccccc2)n1
    6 | 33 | 9 | 0.7 | -14 | 0 | 17 | -21[fluorescence artefact?] | 3
COCCCNC(=O)CCCCCNS(=O)(=O)c1ccc(Br)cc1
    0 | -3 | 3 | 1.4 | 1 | 2 | 8 | -7 | -1

No new results follow: an excerpt of the list.
Order of results – eIF4E-4G inh | Tb hexokinase | EP2 antag | zVAD death inh | EP2 modulator | Rad51 HR inh | Calpain2 inh | 14-3-3 Bad inh | Hck Nef HTS
CCOC(=O)C1CCCN(C(=O)c2ccc(OC(C)=O)cc2)C1 (stereo not given)
    5[fluorescence artefact?] | -60 | 7 | 0.1 | 5 | -7 | -3 | -5[fluorescence artefact?] | 2
O=C(Nc1ccc(Br)cn1)C1CCCN1S(=O)(=O)c1ccccc1 (stereo not given)
    -7 | 0 | 2 | -0.3 | -8 | 4 | -13 | 3 | 0
Cn1cc(S(=O)(=O)N2CCc3ccccc3C2)c(=O)n(C)c1=O
    4 | -1 | 9 | 0.1 | -11 | 2 | -19 | -3 | 0
CCCCOc1ccccc1NC(=O)c1scc2c1OCCO2
    -4 | 6 | 5 | 4.5 | 87* | 6 | 27 | -7 | 12
O=C(CNS(=O)(=O)c1c(Cl)cccc1Cl)OCc1csc(-c2ccccc2)n1
    6 | 33 | 9 | 0.7 | -14 | 0 | 17 | -21[fluorescence artefact?] | 3
COCCCNC(=O)CCCCCNS(=O)(=O)c1ccc(Br)cc1
    0 | -3 | 3 | 1.4 | 1 | 2 | 8 | -7 | -1
